Screens: PubChem, NCI
sgs1 mgt1: NCI yeast anticancer drug screen, S. cerevisiae sgs1 mgt1 strain; % growth inhibition at 50 µM; 78,000 compounds, 10% hits;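 note: 0% = growth of vehicle-only cultures of the same strain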
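Percent growth inhibition was derived by comparing compound-exposed mutant yeast with vehicle-exposed cultures. The strain carries alterations in DNA damage repair.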
yeast rad50: NCI yeast anticancer drug screen, S. cerevisiae rad50 strain; growth inhibition, % at 50 µM; 79,000 compounds, 10% hits;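 note: 0% = growth of vehicle-only cultures of the same strain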
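Compounds were tested on a yeast strain with an engineered DNA damage repair alteration; the reported value is growth inhibition normalised to vehicle treatment.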
bub3: NCI yeast anticancer drug screen, S. cerevisiae bub3 mutant strain; 78,000 compounds, 9.9% hits; % growth inhibition at 50 µM; AID 167;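 note: 0% = growth of vehicle-only cultures of the same strain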
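Yeast carrying a defined mutation is treated with each compound, and growth is compared with that of vehicle-exposed cells to give inhibition.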
mlh1 rad18: NCI yeast anticancer drug screen, S. cerevisiae mlh1 rad18 strain; % growth inhibition at 50 µM; 79,000 compounds, 11% hits; AID 175;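 note: 0% = growth of vehicle-only cultures of the same strain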
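Genetically defined yeast (DNA repair-deficient) exposed to compounds; growth inhibition determined relative to vehicle.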
yeast cln2 rad14: NCI yeast anticancer drug screen, S. cerevisiae cln2 rad14 strain; growth inhibition, % at 50 µM; 78,000 compounds, 8.3% hits; AID 165;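 note: 0% = growth of vehicle-only cultures of the same strain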
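Compounds are applied to the cln2 rad14 yeast strain, and growth is then compared with that of vehicle-treated cultures to give inhibition.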
mec2-1: NCI yeast anticancer drug screen, S. cerevisiae mec2-1 strain; AID 157; 79,000 compounds, 9% hits; % growth inhibition at 50 µM;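 note: 0% = growth of vehicle-only cultures of the same strain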
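mec2-1 yeast strain, carrying an alteration in DNA damage repair or cell cycle control, was exposed to compounds; growth inhibition was measured relative to vehicle-treated controls.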
* hit, by the source's call; & = joins results of further samples. Cut-off read from the data, not from the text of the source: active = growth inhibition above about 70%; inactive = the rest.

SMILES	sgs1 mgt1	yeast rad50	bub3	mlh1 rad18	yeast cln2 rad14	mec2-1
CN1CCC2=C(c3ccccc3)c3ccccc3C2C1 (centres undefined)	13	10	4	4	-10	-1
Cc1ccc(CBr)cc1	-13	2	-4	6	-20	1
O=P(NCCCl)(NCCCl)Oc1ccccc1	-19	-20	-7	-13	-16	0
CCCCOC(=O)C1=CC(=O)CC(C)(C)O1	4	19	4	1	8	22
CC(=O)O[C@H]1C(=O)[C@@]2(C)C(C(OC(=O)c3ccccc3)[C@]3(O)C[C@H](OC(=O)C(OC(=O)CCCC(=O)NCCCN(C)C)C(NC(=O)c4ccccc4)c4ccccc4)C(C)=C1C3(C)C)C1(OC(C)=O)COC1C[C@@H]2O (some centres undefined)	4	-1	-1	7	-10	0
[C-]#[O+].[C-]#[O+].[C-]#[O+].[C-]#[O+].[Mo].c1cnc2c(c1)ccc1cccnc12	71*	81*	79*	82*	40	60
Oc1c(O)c(Br)c(Br)c(Br)c1Br	94*	91*	92*	92*	93*	93*
COC1CC=C2CCN3CCC4=C(CC(=O)OC4)C23C1 (centres undefined)	28	20	11	16	29	14
CO[C@@]12[C@@H]3N[C@@H]3CN1C1=C(C(=O)C(N(C)c3ccc(O)cc3)=C(C)C1=O)[C@@H]2COC(N)=O	68	82*	53	83*	65	76*
CC(C)CCN(CCc1ccccc1[N+](=O)[O-])CCC(C)C	-9	12	44	39	-37	-7
CC(C)CNCCc1ccccn1	-14	14	-9	-22	45	-12
O=[As](O)(O)c1ccccc1Cl	-32	14	3	17	5	-13
CC12CCC(O)CC1CCC1C2CCC2(C)C(C3=CC(=O)OC3)CCC12O (centres undefined)	-19	-43	-23	-20	-10	-34
CN(C)CCCCCCN(C)C	-12	-9	7	-5	-10	4
S=P(Oc1cc(Cl)c(Cl)cc1Cl)(N1CCCCC1)N1CCCCC1	-13	-11	-10	-19	10	-8
CN(C)CCCCCCN(C)C (tested in a mixture with another compound)	13	19	1	10	10	9
CCC(C)C(CC)C(=O)NC(N)=O (centres undefined)	-11	4	8	1	-1	5
CC(C)NC(=O)N(CCCCBr)N=O	-12	18	-41	-43	29	7
O=C(CI)c1ccc[nH]1	100*	99*	99*	99*	99*	99*
CC1=NCCc2c1[nH]c1cc(O)ccc21	-13	7	-16	4	-4	-28
CCC(N)CBr (centres undefined)	-10	-10	5	9	-17	2
NCCc1c[nH]c2ccc(O)cc12 (tested in a mixture with another compound)	-6&-11	4&-12	2&-31	-4&-18	-22&-3	-13&-45
COc1ccc(C2C=C(c3ccc4c(c3)OCO4)Oc3c2c(=O)oc2ccccc32)cc1OC (centres undefined)	10	12	23	37	16	4
CC(C)CC1N=C(N(C)N=O)OP1(=O)NNc1ncccn1 (centres undefined)	-15	-6	14	14	7	-15
CN(N=O)C1=NC2(CCCCC2)P(=O)(NNc2ncccn2)O1 (centres undefined)	-15	1	11	13	10	-18

Carrying on.
SMILES	sgs1 mgt1	yeast rad50	bub3	mlh1 rad18	yeast cln2 rad14	mec2-1
COc1ccc(N=NC(=O)NC(CC(C)C)C(=O)NCC(=O)O)cc1 (centres undefined)	10	-1	5	5	29	2
CN[C@H](C)[C@@H](OC)c1ccccc1	3	21	2	-27	5	3
N#CC(C#N)=Cc1ccc2c(c1)OC(Cl)O2 (centres undefined)	57	60	56	66	55	49
COc1ccc([P+](=S)SS[P+](=S)c2ccc(OC)cc2)cc1 (centres undefined)	6	25	3	12	-21	-38
N#Cc1ccc(N)cc1	-37	-3	-18	-17	-11	-8
CN(C)c1ccc(-c2cc[n+](C)cc2)cc1	10	-15	-9	-19	7	4
CC(C)C12CC(COCc3ccccc3)OC1=NC(=O)NC2=O (centres undefined)	2	-1	-1	10	-6	12
O=NN(CCF)C(=O)NC1CCC(=O)NC1=O (centres undefined)	1	-6	1	6	2	-8
CS/C([S-])=N/N=C/c1ccccn1.[Cl][Pt+]	90*	82*	20	64	9	38
O=S(=O)(O)C1CCC(O)C2[N-]CCCC21.O=S(=O)(O)C1CCC(O)C2[N-]CCCC21.[Ni+2] (centres undefined)	28	51	8	24	-13	-4
[N-]=[N+]=C1C(Cl)=C(Cl)C(Cl)=C1Cl	99*	99*	99*	99*	99*	99*
COP(=O)(OC)C(C)(C)NC(=O)NC(F)(F)F	-25	-2	11	-4	29	-15
ClCc1cccnc1	5	17	4	32	18	-2
O=[N+]([O-])c1ccc(C2CO2)cc1 (centres undefined)	-4	15	-13	14	-38	23
Cc1cc2c(c(C#N)c1C)NC(=O)CN=C2c1ccccc1F	29	18	30	20	8	30
O=NN1CCN(N=O)CC1	6	5	-1	28	9	-1
CCN(CCCl)c1cc(C(=O)Nc2cc(NC(=O)c3cc(N(CC)CCCl)c([N+](=O)[O-])cc3[N+](=O)[O-])cc(C(=O)NCCN(C)C)c2)c([N+](=O)[O-])cc1[N+](=O)[O-]	-14	-10	18	-24	18	-26
NC(CSC(c1ccccc1)c1ccccc1)C(=O)O (centres undefined)	3	6	13	4	5	0
CCCCCc1cc(/C=C2/N=C(c3ccc[nH]3)C=C2OC)[nH]c1C	87*	84*	84*	84*	84*	86*
CCC(=O)O[C@H]1CC[C@H]2[C@@H]3CCC4=C/C(=N/NC(=O)c5cccc6c(=O)c7ccccc7[nH]c56)CC[C@]4(C)[C@H]3CC[C@]12C	-16	14	-17	-8	-9	16
O=C1OP2(c3ccccc3)(OC(=O)c3ccccc32)c2ccccc21	20	19	-18	14	-20	16
N#C[CH2][Sn]([I])([c]1ccccc1)[c]1ccccc1	1	-12	0	2	72*	30
O=C1NC(=O)C(CC2CCCCCCCCCCC2=O)C(=O)N1 (centres undefined)	-4	-27	-17	24	-17	-13
Br[Se]c1ccccn1	100*	99*	100*	100*	98*	100*
Clc1ccc(NC2=NCCS2)cc1	-7	-15	4	13	-74	-12

The list continues.
SMILES	sgs1 mgt1	yeast rad50	bub3	mlh1 rad18	yeast cln2 rad14	mec2-1
c1ccc2c(c1)NCc1cc3ccccc3nc1O2	-2	-4	-18	-1	-16	-6
C/C=C(\C)C1(CC)C(=O)NC(=O)NC1=O	21&6	10&9	11&-7	-3&-1	15&16	4&0
CC(=O)C(=[N+]=[N-])C(=O)N(C)CCC#N	11	-7	7	21	14	6
COC(C)C(O)(C(=O)OCC1=CCN2CCC(O)C12)C(C)(C)O (centres undefined)	21	1	10	-52	5	-5
NS(=O)(=O)CC1CC[CH-]CC1.[Cl-].[Cl-].[Cl-].[Cl-].[Cl-].[Sb+5].c1ccncc1	-10	11	-20	18	-12	-14
CCCCCCCCCCCCCCCC(=O)[O][Hg][c]1ccccc1	99*	98*	99*	99*	98*	97*
CC(=O)c1cc2c(cc1C)C(C)(C)C(C)C2(C)C (centres undefined)	0	2	1	-4	-2	6
C[CH2][Sn][CH2]C.c1cc[c]([Ge]([c]2ccccc2)[c]2ccccc2)cc1.c1cc[c]([Sn]([c]2ccccc2)[c]2ccccc2)cc1	100*	99*	99*	99*	98*	100*
C[N+](C)(C)C	8&-25&-6	-7&5&0	9&-8&21	-3&-19&-2	2&6&-16	-9&-39&14
OCCN1CCN(c2cccc(Cl)c2)CC1	-35	-8	-8	-5	-11	-13
CCCCCCC(O)C(CCCCCC)[Se]C (centres undefined)	7	7	16	9	3	2
CC1(Cl)C(=O)NC(=O)NC1O (centres undefined)	12	4	0	19	20	2
Cc1c(C)c([N+](=O)[O-])c(I)c(C)c1[N+](=O)[O-]	-15	-18	-7	-12	-5	-15
C1CC[N-]CC1.CC(=N\O)/C(C)=N/O.CC(=N\O)/C(C)=N/O.C[CH-]C(C)O.[Co+2]	36	-2	-13	40	8	-7
N#CN(Cc1ccccc1)C(c1ccccc1)(c1ccccc1)c1ccccc1.[I][Sn]([c]1ccccc1)([c]1ccccc1)[c]1ccccc1	100*	99*	98*	97*	98*	99*
O=P1(N(CCCl)CCCl)NCCCO1 (centres undefined)	-6	-8	-15	-7	5	-32
CCCCCCOC(=O)Cc1ccccc1	13	32	-3	30	-7	21
C=C(Cl)CSC(=S)N(CC)CC	-13	12	-10	10	19	4
CC1(C)OC(COP2OCCO2)[C@H](COP2OCCO2)O1 (some centres undefined)	-13	4	-57	-30	5	-10
Clc1cccc(C2ON2C2CCCCC2)c1 (centres undefined)	11	32	21	54	10	8
CCC(C(C)C)C1NC1C(C)C1CCC2C3CC=C4CC(OC(C)=O)CCC4(C)C3CCC12C (centres undefined)	99*	96*	99*	99*	98*	99*
CCOP(=O)(OCC)/C(C#N)=C(\C)c1ccco1	-15	-26	-12	-1	-18	-29
Cc1ccc(S(=O)(=O)OCCN2CC2)cc1	-14	-12	-17	-13	-23	-12
Nc1nc(N)c(CCCCc2ccc(NC(=O)c3cccc(S(=O)(=O)F)c3)cc2)c(N)n1	55	60	40	58	44	49
COc1ccc2c(c1O)[C@@]13CCN(C)[C@@H](C2)[C@H]1CCC(=O)C3C (some centres undefined)	20	1	3	-5	2	16
CCOC(=O)C1=C(OC(OCC)C(CC)[Se]c2ccccc2)CCC1 (centres undefined)	40	50	23	40	22	11
O=[As](c1ccccc1Br)(c1ccccc1Br)c1ccccc1Br	59	70	22	21	13	19
CC1=C2C(=CC(C)(C)[C@@H]2O)C(=O)[C@](C)(O)C12CC2	81*	81*	7	78*	85*	90*
CC1=C[C@H]2[C@@]3(O)[C@H](C)C[C@]4(OC(=O)C(C)C)[C@H]([C@@H]3C=C(CO)C[C@]2(O)C1=O)C4(C)C	5	20	21	11	4	14

A portion of the library (hit frequency here may not be typical).
